Source: PubChem BioAssay (National Center for Advancing Translational Sciences (NCATS))
TbPYK inhibitor – inhibitors of Trypanosoma brucei pyruvate kinase. TbPYK enzyme, Kinase-Glo Plus ATP luminescence, 45 min. Potency, µM (highest dose often 76.8 µM), without a hit: at the top dose activity, negative = inhibition, hits mostly inhibitors. 410,000 tested, 0.12% active. AID 624173; note: potency is the fitted concentration of half-maximal effect; nearly all actives have a fitted effect of over 50% in size
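T. brucei PYK with substrate was exposed to pin-transferred compounds across a concentration series, then started with 130 uM ADP (final). After 45 min at room temperature, Kinase-Glo Plus luminescence was read, normalized and curve-fitted.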
HCV inhibitor – HCV inhibition; 340,000 tested, 3.4% active; AID 651820; Huh7.5.1 HCVcc-Cre infection, luciferase reporter, 44 h; Potency, µM (top dose mostly 41.8 µM), for inactives: top-dose activity change, negative = inhibition, hits mostly inhibitors; note: potency is the fitted concentration of half-maximal effect
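Seed cells (1,000/well) for 4 h; treat with compound and infect with HCVcc-Cre, moi about 0.5. Incubate 44 h, then detect luciferase activity.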
AmpC detergent – inhibitors of E. coli AmpC beta-lactamase with detergent; P00811; AmpC hydrolysis of nitrocefin, absorbance 480 nm, 0.01% Triton; Potency, µM (series often up to 114 µM), for inactives: at the top dose activity change, negative = inhibition, actives largely listed as inhibitors; 370,000 tested, 0.041% active; AID 485294;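 note: potency is the fitted concentration of half-maximal effect; 0% = no-compound wells and -100% = no-enzyme wells; nearly all actives have a fitted effect of over 25% in size; some results filed as inactive show a strong effect at the top dose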
Target sequence (P00811 whole entry, looked up): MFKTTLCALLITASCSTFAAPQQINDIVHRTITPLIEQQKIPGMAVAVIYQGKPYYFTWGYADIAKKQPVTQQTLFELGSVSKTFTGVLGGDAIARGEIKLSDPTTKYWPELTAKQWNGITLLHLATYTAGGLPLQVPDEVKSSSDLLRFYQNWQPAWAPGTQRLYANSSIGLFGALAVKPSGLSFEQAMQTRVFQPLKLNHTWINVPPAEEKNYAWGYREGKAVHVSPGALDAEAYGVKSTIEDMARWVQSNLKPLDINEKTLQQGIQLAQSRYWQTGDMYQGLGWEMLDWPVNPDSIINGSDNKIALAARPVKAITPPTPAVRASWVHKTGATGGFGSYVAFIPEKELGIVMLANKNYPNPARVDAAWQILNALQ
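AmpC (5.3 nM in the dispensed reagent) in 20 mM phosphate pH 7.0 with 0.01% (detergent screen) or 0.0001% Triton X-100 was preincubated with compounds for 15 min at room temperature. Nitrocefin was then added from an 800 uM solution, and hydrolysis was followed at 480 nm.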
AMA1-RON2 inh – disrupts binding of P. falciparum AMA1 to RON2; AlphaScreen AMA1-biotinylated RON2 peptide binding; Potency, µM (highest dose often 58.2 µM), without a hit: top-dose activity change, negative = inhibition, most hits filed as inhibitors; 360,000 tested, 0.2% active;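 note: potency is the fitted concentration of half-maximal effect; 0% = vehicle wells and -100% = peptide control; nearly all actives have a fitted effect of over 45% in size; some results filed as inactive show a strong effect at the top dose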
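AMA1 (3D7) with his tag at 25 nM final met compounds first, then biotinylated RON2 peptide at 25 nM; detection used donor plus acceptor beads, 10 µg/mL apiece, read by AlphaScreen after 30 min at room temperature.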
AmpC no deterg – blocks E. coli AmpC beta-lactamase in detergent-free assay. AID 485341. AmpC nitrocefin hydrolysis, absorbance 480 nm, 0.0001% Triton. Potency, µM (series often up to 57.1 µM), inactives show at the top dose activity change, negative = inhibition, most hits filed as inhibitors. P00811. 330,000 tested, 0.52% active;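 note: potency is the fitted concentration of half-maximal effect; plate controls were no compound for no effect and no enzyme for full effect; nearly all actives have a fitted effect of over 20% in size; some results filed as inactive show a strong effect at the top dose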
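20 mM phosphate pH 7.0 + 0.01% (detergent screen) or 0.0001% Triton X-100; 5.3 nM AmpC reagent; cpd preinc 15 min RT; nitrocefin (800 uM stock) to start; A480 q20 s × 4 min; Activity was normalised to no-enzyme and no-compound control wells.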
HCMV antiviral – human cytomegalovirus inhibition; HFF cells, HCMV-luciferase reporter, 72 h; hits give low values; activity change, negative = inhibition, % at 57.5 µM; 410,000 tested, 4.5% active; AID 1259415; in the data active = activity change below about -60%; inconclusive = no clear call, values can overlap the other calls; inactive = above about -39%
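Human foreskin fibroblasts infected with luciferase-reporter HCMV at MOI 1 PFU/cell, compounds at two doses. Luciferase measured 72 h post infection; normalized to buffer-only basal and Salinomycin (10uM) controls.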
LmPK inhibitor – inhibitors of Leishmania mexicana pyruvate kinase; Q27686; purified LmPK, Kinase-Glo ATP luminescence, 1 h; Potency, µM (top dose mostly 57.5 µM), inactives show at the top dose activity change, negative = inhibition, hits mostly inhibitors; 290,000 tested, 0.37% active; AID 1721; note: potency is the fitted concentration of half-maximal effect
Target sequence (Q27686 whole entry, looked up): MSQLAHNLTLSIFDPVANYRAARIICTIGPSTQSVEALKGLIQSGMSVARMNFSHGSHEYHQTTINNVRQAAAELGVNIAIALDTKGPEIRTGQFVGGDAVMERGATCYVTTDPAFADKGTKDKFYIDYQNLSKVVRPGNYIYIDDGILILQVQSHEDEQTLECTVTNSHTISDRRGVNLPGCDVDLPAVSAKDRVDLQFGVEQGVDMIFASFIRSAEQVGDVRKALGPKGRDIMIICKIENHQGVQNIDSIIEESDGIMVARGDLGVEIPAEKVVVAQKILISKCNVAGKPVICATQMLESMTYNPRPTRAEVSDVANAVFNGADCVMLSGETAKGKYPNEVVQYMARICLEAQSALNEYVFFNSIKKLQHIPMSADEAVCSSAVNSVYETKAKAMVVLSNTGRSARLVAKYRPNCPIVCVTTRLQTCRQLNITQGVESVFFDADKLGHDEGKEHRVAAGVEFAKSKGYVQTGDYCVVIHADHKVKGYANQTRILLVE
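0.1 nM LmPK, 0.5 mM PEP, 0.1 mM ADP; 50 mM imidazole pH 7.2, 7 mM MgCl2, 50 mM KCl; 1 h RT. Kinase-Glo luminescence readout, normalized to no-enzyme (full inhibition) and uninhibited wells.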
An asterisk follows results filed as active; ? = inconclusive; · = not tested or not shown; [ ] = dose if it differs, or a comment. Unless noted, calls come from the whole dose curve; as a rule, active = well fitted curve in the direction sought with a large enough effect; inconclusive = small, poorly fitted or top-dose-only effect, or another doubt; inactive = no such curve, though single readings can be large; an effect the other way counts as inactive or inconclusive. Unless noted, % is set by controls: 0 for no effect and ±100 for the full control effect.

SMILES	TbPYK inhibitor	HCV inhibitor	AmpC detergent	AMA1-RON2 inh	AmpC no deterg	HCMV antiviral	LmPK inhibitor
Cn1c(=O)n(C)c2cc([N+](=O)[O-])c(N3CCN(C(=O)C(C)(C)C)CC3)cc21	3.1%	-2.7%	-6.1%	-5.4%	41.5%	0.9	-9.8%
CC1CCCCN1S(=O)(=O)c1cccc2nonc12 (configuration not stated)	-0.4%	5.0%	2.7%	10.2%	-5.0%	·	-3.0%
N#Cc1c2ccc(O)cc2n2ccccc12	-3.2%	7.08µM*	-2.4%	37.4%[activator]	-54.9%	?	-2.5%
COCc1[nH][nH]c(=O)c1C=Nc1ccc(OC(F)(F)F)cc1	-6.4%	-17.3%	?	21.4%	-17.1%	-35.0	-7.6%
Cc1cccc2c1-c1sc(C(=O)NCc3ccc(Cl)cc3)cc1CO2	1.7%	·	20.4%	·	·	-15.9	·
CCn1c(Cc2ccccc2)nnc1SCC(=O)Nc1ccccc1N1CCOCC1	-7.8%	-3.6%	2.5%	29.6%	79.9%[activator]	15.1	2.1%
COc1ccc2[nH]cc(C(=O)CN3CC(C)CC(C)C3)c2c1 (configuration not stated)	2.0%	-10.6%	2.9%	6.0%	-16.1%	55.6	0.7%
CCc1ccc2c(c1)NC(=O)C2(C)Cc1ccc(C(F)(F)F)o1 (configuration not stated)	0.6%	·	·	4.3%	·	-27.4	·
CC(=O)c1cccc(NS(=O)(=O)c2ccc(N/C=C\C(=O)c3ccc(F)cc3)cc2)c1	-17.6%	11.2µM*	6.9%	-4.8%	-27.6%	?	2.3%
O=C(NCC(=O)N1CCN(S(=O)(=O)c2ccccc2)CC1)c1ccc2ccccc2c1	-7.5%	-18.0%	0.4%	-8.6%	-30.7%	-14.8	·
COCOc1ccc(-c2ncc(OC)nc2NC(=O)c2ccsc2)cc1	-2.9%	·	·	5.6%	·	18.6	·
COc1ccccc1C(=O)NNC(=S)NC(=O)c1sc2ccccc2c1Cl	-3.7%	1.5%	-11.3%	16.1%[11.6 µM]	-38.0%	40.8	-0.8%
CC(OC(=O)Nc1cccc(Cl)c1)C(=O)OC1CCCCC1 (configuration not stated)	-8.2%	-14.9%	·	30.8%[activator]	·	-3.5	·
Cc1cc(N2CCOCC2)nc2ccc(NC(=O)CCC(=O)N3CCN(c4ccccc4F)CC3)cc12	-7.6%	22.4µM*	0.9%	-9.2%	166.2%[activator]	10.7	0.5%
Cc1ccc(S(=O)(=O)N2CCOCC2)cc1NC(=O)CN1C(=O)CN(C)C1=O	2.0%	0.4%	-4.9%	1.4%	-14.0%	-5.1	·
O=C(Nc1ccccc1N1CCN(C(=O)c2ccccc2)CC1)c1cc2ccccc2o1	0.7%	9.5%	2.6%	-8.4%	-19.0%	19.3	3.8%
CCCCn1c(SCCN2CCCCC2)nc2c1c(=O)n(C)c(=O)n2C	-3.0%	·	·	20.1%	·	-24.3	·
COC(=O)c1ccc2nc(-c3cccc(Cl)c3)c(Cc3cccc(F)c3)n2c1	-0.2%	·	·	-14.4%	·	3.9	·
O=C(NCc1ccccc1)c1ccc(=O)oc1	4.6%	-0.2%	-2.1%	0.0%	-13.5%	9.1	6.9%
O=C(Cn1c(=O)oc2cc(S(=O)(=O)N3CCOCC3)ccc21)N1CCc2ccccc2C1	-3.0%	2.6%	-14.7%	11.5%	-5.1%	28.1	7.9%
O=C1C2C3C=CC(C2C(=O)N1CCCO)C1C2C(=O)N(CCCO)C(=O)C2C31 (configuration not stated)	-3.9%	-10.4%	-5.0%	-3.1%	0.9%	-7.2	-0.2%
COc1cccc(/C=N/NC(=O)CN2CC(c3ccccc3)CC2=O)c1O (configuration not stated)	-14.3%	17.9%	-10.5%	26.5%[2.32 µM]	-16.4%	6.2	-6.9%
C=CCN=c1sc(C(=O)OC)cc(=O)n1CC=C	1.5%	15.3%	2.4%	13.3%	-14.7%	-6.5	-1.8%
CC(=O)n1nc(-c2ccccc2)cc1-c1ccccc1	1.0%	-3.7%	·	4.2%	·	97.0	·
Cc1[nH]c(=O)[nH]c(=O)c1S(=O)(=O)N1CCC(C(=O)N2CCN(Cc3ccccc3)CC2)CC1	0.5%	-1.0%	-8.4%	9.3%	-22.8%	·	2.1%
CC1CCCN(C(=O)c2cc3c(Cl)nc4ccccc4c3s2)C1 (configuration not stated)	-4.2%	·	19.2%	·	·	-3.5	·
c1ccc(COc2ccc(OCCN3CCCCC3)cc2)cc1	-4.0%	-5.0%	10.2%	-29.6%	25.2%	-13.5	-20.1%
COc1ccc(-c2nc3cc(NC(=O)CSc4ccc(C)cc4)ccc3o2)cc1	5.0%	·	21.2%	·	·	77.6	·
O=C(COc1ccccc1F)Nc1ccc(C(=O)OCc2cc(=O)n3nc(C4CC4)sc3n2)cc1	-0.5%	·	2.6%	·	·	10.3	·
CCN(CC)C(=O)c1csc(Nc2ccc(C)cc2)n1	-0.5%	-12.5%	4.9%	-6.5%	-6.2%	6.2	-1.6%
Cc1ccc(NC(=O)CCc2c(C)nc3ncnn3c2C)nc1	2.2%	19.5%	-14.0%	-0.3%	-22.4%	21.5	0.6%
O=C(CNC(=S)N(Cc1ccccc1Cl)C1CCCC1)NCCCN1CCOCC1	-0.8%	27.9%	?	-5.1%	160.2%[activator]	-13.3	-4.4%
Cc1nc2ccc(C(=O)N3CCCC(CO)(Cc4ccc(F)cc4F)C3)cc2nc1C (configuration not stated)	-2.3%	7.0%	-3.4%	3.4%	166.8%[activator]	-6.7	-4.5%
CCN(CC)S(=O)(=O)c1ccc(OC)c(NC(=O)Cc2cccs2)c1	-8.0%	14.7%	4.3%	-9.4%	-47.5%	-22.0	-4.0%
O=C(c1ccc(Cl)c([N+](=O)[O-])c1)N(Cc1ccc(Cl)cc1)C1CCS(=O)(=O)C1 (configuration not stated)	7.0%	?	-7.3%	4.9%	36.6%	-60.1*	-0.5%
Cc1ccc2c(c1)C=CC(C#N)N2C(=O)Oc1ccccc1 (configuration not stated)	-5.7%	·	·	0.0%	·	-10.4	·
N#Cc1ccc(OCc2noc(-c3ccsc3)n2)cc1	-6.7%	17.4%	-5.5%	11.3%	-21.3%	-11.3	-1.0%
O=C(NNC1CC(=O)N(c2cccc(Cl)c2)C1=O)c1cccs1 (configuration not stated)	8.8%	25.2%	-3.6%	10.0%	-15.7%	38.6	-1.3%
N#CCCS(=O)(=O)c1nnnn1-c1ccccc1	·	·	-9.4%	·	-20.4%	·	-2.6%
C#CC[N+](C)(C)CCCCCCCCC	-2.1%	?	?	-2.0%	14.5%	-94.7*	-3.5%
CCc1cc(=O)oc2cc(O[C@@H]3O[C@H](CO)[C@@H](O)[C@H](O)[C@H]3O)c(Cl)cc12	0.0%	7.2%	-3.8%	-2.7%	-9.5%	?	-0.6%
CCOc1ccc(NC(=O)C2CC(=O)N(CC)C(=Nc3ccc4c(c3)OCO4)S2)cc1 (configuration not stated)	2.7%	4.3%	?	13.6%	-19.3%	·	5.3%
Cc1ccc(Nc2nc(N)nc(CSc3nccn3C)n2)c(C)c1	-5.0%	2.3%	-12.8%	-1.6%	-12.2%	43.1	0.8%
CCOC(=O)c1ccccc1NC(=O)COC	-3.4%	4.0%	-13.5%	41.1%	5.0%	5.8	0.9%
CN1OC[C@@H]2CN(Cc3ccccc3)[C@H](c3cccc(-c4ccccc4)c3)C[C@@H]21	-13.7%	·	·	?	·	-6.0	·
COc1ccc(-c2nnc(SCC(=O)NC3CC3)o2)cc1	0.0%	-7.6%	-20.8%	2.6%	-12.7%	25.2	·
CCOc1ccc(OCC)c(NC(=O)C(NS(=O)(=O)c2cccs2)c2ccccc2)c1 (configuration not stated)	7.3%	·	12.8%	·	·	13.7	·
Cc1ccc(NC(=O)CSc2nnc(-c3cc4occc4n3C)n2-c2ccccc2C)c(C)c1	-3.2%	·	8.8%	·	·	-16.1	·
O=C1/C(=C/c2cccs2)COc2ccccc21	-28.1%	22.0%	-6.0%	-16.2%	-12.3%	15.0	14.1µM*
Cn1c(C(=O)N2CCC(C(=O)N3CCN(c4ccccc4)CC3)CC2)cc2sccc21	-5.4%	·	2.4%	·	·	-22.9	·
CCOC(=O)c1c(S(=O)(=O)NCC(=O)Nc2cccc(C)c2C)c(C)n(C)c1C	8.0%	4.8%	4.8%	7.7%	26.3%	10.9	0.3%
C=CCN1C(=O)C(CC(=O)NCC)SC1=Nc1ccccc1CC (configuration not stated)	2.0%	2.0%	-3.7%	-6.5%	1.3%	-2.5	1.3%
COc1ccc(O)c(C(=O)c2cnc3c(c2)CN(C)C(=O)N3)c1	-4.0%	?	-2.5%	5.7%	-11.3%	-35.0	0.5%
O=C(Nc1cc(Cl)ccc1-n1cncn1)c1cccc(S(=O)(=O)N2CCOCC2)c1	-0.9%	?	0.2%	-0.2%	35.5%	1.1	·
CCOC(=O)C1(Cc2ccc(OC)cc2)CCN(C(=O)Cn2cnnn2)CC1	-1.0%	0.2%	-3.0%	14.6%	-3.0%	-5.4	1.2%
COCC(C)n1c(SCc2ccc(C(=O)OC)o2)nc2ccccc2c1=O (configuration not stated)	8.1%	?	4.4%	-0.8%	59.6%	-23.0	1.7%
CCN1C(=O)[C@@H]2[C@@H](c3ccc(SC4CCCCC4)c(OC)c3)N3CCC[C@@]3(C(=O)OC)[C@@H]2C1=O	-2.7%	-3.4%	-3.7%	?	194.6%[activator]	-5.4	·
Nc1nc(Cl)cc(N2CCOCC2)n1	-6.5%	14.3%	0.8%	0.0%	-13.5%	64.3	6.0%
CON(c1nc(Cl)nc(N(C)C)n1)S(=O)(=O)c1ccc(C)cc1	-4.3%	12.7%	10.9%	-5.6%	12.5%	24.6	-2.3%
C/C(=N\NC(=S)NCc1ccccc1)c1ccc(C#N)cc1	-2.7%	7.7%	1.3%	71.7%[activator]	-32.3%	-16.7	1.3%

Reformatted: results already given.
SMILES,TbPYK inhibitor,HCV inhibitor,AmpC detergent,AMA1-RON2 inh,AmpC no deterg,HCMV antiviral,LmPK inhibitor
CON(c1nc(Cl)nc(N(C)C)n1)S(=O)(=O)c1ccc(C)cc1,-4.3%,12.7%,10.9%,-5.6%,12.5%,24.6,-2.3%
C/C(=N\NC(=S)NCc1ccccc1)c1ccc(C#N)cc1,-2.7%,7.7%,1.3%,71.7%[activator],-32.3%,-16.7,1.3%
